# Source: PubChem
# ERK EGF inh: blocks ERK signaling stimulated by EGF. HEK293-V1b, EGF-stimulated phospho-ERK AlphaScreen. Potency, µM (series often up to 11.5 µM), for the others: at the top dose activity change, negative = inhibition, usual class: inhibitors. 130,000 tested, 0.41% active; active = well fitted inhibition curve with a large enough effect; inconclusive = small, poorly fitted or top-dose-only effect, or effect the other way;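 note: plate controls were stimulated vehicle wells for no effect and unstimulated vehicle basal for full effect; nearly all actives have a fitted effect of over 55% in size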
#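 Homogeneous cell-based phospho-ERK assay: HEK293/V1b cells in 1% FBS, compound 30 min then EGF 5 min, AlphaScreen luminescence. Activity normalized between DMSO and 25 nM EGF controls; AC50 from Hill modelling.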
# * = called active by the depositor; ? = inconclusive; [ ] = another dose, or the depositor's remark. Potency is the fitted concentration of half-maximal effect.
# The first six compounds, ahead of the listing:
SMILES,ERK EGF inh
O=C(COc1ccccc1[N+](=O)[O-])Nc1ccccc1N1CCCC1,-3%
CCn1ccnc1[C@@H]1C[C@H]2CN(Cc3ccccc3OC)C(=O)[C@]23CCCN13,2%
CC(CCc1ccccc1)NC(=O)CN1C(=O)NC2(CCCCC2)C1=O (stereo not drawn),10%
O=C(O)/C=C/c1cn(Cc2ccccc2)nc1-c1cccnc1,-2%[57.5 µM]
CCOc1ccc(/C=N/NC(=O)c2cc(-c3ccco3)nc3ccccc23)cc1,-3%
COCCn1c(=O)[nH]c(=O)c2c1nc(-c1ccc(-c3ccc(Cl)cc3[N+](=O)[O-])o1)n2Cc1ccccc1,12%

# The listing, previewed entries included:
SMILES,ERK EGF inh
O=C(COc1ccccc1[N+](=O)[O-])Nc1ccccc1N1CCCC1,-3%
CCn1ccnc1[C@@H]1C[C@H]2CN(Cc3ccccc3OC)C(=O)[C@]23CCCN13,2%
CC(CCc1ccccc1)NC(=O)CN1C(=O)NC2(CCCCC2)C1=O (stereo not drawn),10%
O=C(O)/C=C/c1cn(Cc2ccccc2)nc1-c1cccnc1,-2%[57.5 µM]
CCOc1ccc(/C=N/NC(=O)c2cc(-c3ccco3)nc3ccccc23)cc1,-3%
COCCn1c(=O)[nH]c(=O)c2c1nc(-c1ccc(-c3ccc(Cl)cc3[N+](=O)[O-])o1)n2Cc1ccccc1,12%
COc1ccc(C(C)N2CC34C=CC(O3)C(C(=O)OCC(C)C)C4C2=O)cc1 (stereo not drawn),-13%[57.5 µM]
O=c1cc(O)nc(-c2ccccc2)s1,16%
Cc1ccc(CN2CCN(Cc3ccc(OC(C)C)cc3)CC2CCO)o1 (stereo not drawn),8%
CC(C)(O)c1ccc2c(c1)CCC1C(C)(C(=O)O)CCCC21C (stereo not drawn),4%[57.5 µM]
C/C(=N\NC(=O)c1cc(-c2ccccn2)nc2ccccc12)c1cccc([N+](=O)[O-])c1,3%
CC(=O)c1cc(CN2CCN(C3CCN(C(C)C)CC3)C(CCO)C2)cs1 (stereo not drawn),6%[57.5 µM]
CC(C)N1CCC(N2CCN(Cc3cc(F)ccc3-n3cccn3)CC2CCO)CC1 (stereo not drawn),-8%
CN(Cc1cccs1)C(=O)Cc1csc(-c2ccccc2)n1,-2%
COc1ccc(-c2[nH]ncc2CN(C)CCN2CCOCC2)cc1F,-22%
C=CCN(c1ccc(C(=O)Nc2cccc([N+](=O)[O-])c2)cc1)S(C)(=O)=O,-8%
COCCN(Cc1cc2cc(C)c(C)cc2nc1Cl)C(=O)N1CCOCC1,-8%
COc1ccccc1N1C(=O)C2C3CC(c4ccccc4)C(C3)C2C1=O (stereo not drawn),?
C[n+]1ccccc1/C=N\O,-3%[25.7 µM]
CCN1C(=O)N/C(=C/c2ccc(C)o2)C1=O,-2%
CC(=O)NS(=O)(=O)c1ccc(NC(=O)CN2C(=O)C3C4C=CC(C4)C3C2=O)cc1 (stereo not drawn),-2%
Cn1c(=O)c2c(Nc3ccc(F)cc3)cc(=O)n(-c3ccccc3)c2n(C)c1=O,2%[57.5 µM]
O=[N+]([O-])c1ccc(N2CCN(CCO)CC2)c2ncccc12,7%
Cc1nnc2sc(-c3ccc(NC(=O)CSc4ccc(Cl)cc4)cc3)nn12,-9%
Cc1cccc2c1-c1sc(C(=O)Nc3ccccc3N3CCN(C)CC3)cc1CO2,?
Cc1c(C(=O)NCCN2C(=O)S/C(=C\c3cccs3)C2=O)cccc1[N+](=O)[O-],8%
CCN1C(=O)CC2(C[N+]3(C)CCC2CC3)C1=O (stereo not drawn),9%
CC(C)C(NS(=O)(=O)c1cccc(C(F)(F)F)c1)C(=O)O (stereo not drawn),5%[57.5 µM]
FC(F)(F)c1ccccc1NC(=S)N/N=C1\CC2CC=CC12 (stereo not drawn),6%
O=[N+]([O-])c1cccc2ccc(/C=C/c3cccc(Br)c3)nc12,8%
C/C(=N/N1CCN(c2ccccn2)CC1)c1cccc([N+](=O)[O-])c1,9%
Fc1ccccc1NC(=S)Nc1cccc2cnccc12,8%
CCOC(=O)c1c(SC)[nH]c2c(Cl)cccc2c1=O,-3%[57.5 µM]
CCOC(=O)N1CCN(c2nc3ccccc3n3cnnc23)CC1,-9%[57.5 µM]
Cc1noc2ncnc(N3CCN(c4cccc(Cl)c4)CC3)c12,2%
O=C(O)[C@H](Cc1ccccc1)NC(=O)N1CCN(c2ccc(F)cc2)CC1,2%[57.5 µM]
CCC/C=C(\CCC)C(NS(=O)(=O)c1cccc2cccnc12)c1ccc(-c2ccccc2)cc1 (stereo not drawn),8%
C=C(C)C(O)/C=C/c1ccc(Br)cc1 (stereo not drawn),-10%
Cc1ccc(C(=O)Nc2ccccc2C(=O)NCc2ccco2)cc1S(=O)(=O)N1CCCCC1,-3%
COc1cc(/C=C/C(=O)c2ccc(F)cc2)cc(OC)c1OC,-5%
CCOC(=O)/C(=N\Nc1ccccc1)P(=O)(c1ccccc1)c1ccccc1,-2%[57.5 µM]
CC(C)CC1C2C(=O)N(c3ccccc3)C(=O)C2ON1c1ccccc1 (stereo not drawn),0%[57.5 µM]
O=C(O)Cc1ccc(NS(=O)(=O)c2c(Cl)cccc2Cl)cc1,-1%
c1ccc(-c2nc[nH]c2-c2ccccc2)cc1,18%[57.5 µM]
Cc1ccc(Nc2nnc(SCc3ccccc3)s2)cc1,1%
Cc1ccc2cc(CCNC(=O)c3cccs3)c(=O)[nH]c2c1,-1%
Cc1cccc(N(C(=O)CNC(=O)c2ccco2)C(C(=O)NCC2CCCO2)c2ccccc2)c1 (stereo not drawn),4%
COc1ccc(/C=N/NC(=O)COc2ccc(Cl)cc2Cl)cc1Cn1nc(C)cc1C,11%
Cc1ccc(OCc2n[nH]c(=S)n2Cc2ccccc2)cc1,-4%
N#CCc1cc2ccc3cccc4ccc(c1)c2c34,0%[57.5 µM]
# Remaining list, next part.
SMILES,ERK EGF inh
CCCCNC(=S)N1CCN(Cc2ccc3c(c2)OCO3)CC1,-5%
O=C(NN=C1CCCCCCCCCCC1)c1cccc(S(=O)(=O)N2CCOCC2)c1,2%
Cc1nn(Cc2ccccc2)c(C)c1/C=N/NC(=O)c1cccnc1,14%
CC1=C(C(=O)Nc2ccc(C)cc2)C(c2ccc(N(C)C)cc2)NC(=O)N1 (stereo not drawn),-4%
COc1cc(COCC(O)CN2CCc3ccccc3C2)cc(OC)c1OC (stereo not drawn),-1%
Nc1nn(-c2ccccc2)c(N)c1N=Nc1ccccc1,8%
Cc1cc(C)cc(NC(=O)N2c3ccccc3NC(=O)CC2C)c1 (stereo not drawn),-10%[57.5 µM]
CCOC(=O)c1ccc(N=C2C(=S)N(c3ccc(C(=O)OCC)cc3)C(=N)N2/N=C/c2ccccc2)cc1,4%
O=C(COC(=O)c1cccc(F)c1)Nc1cccnc1Cl,12%
O=C(COC(=O)c1cccnc1Cl)c1ccc2c(c1)OCCO2,-2%
COc1ccc(CCNCC(=O)Nc2ccc(C)c(S(=O)(=O)N(C)C)c2)cc1OC,-3%[57.5 µM]
COc1ccc(CSCC(=O)N/N=C/c2ccccc2O)cc1,-5%
CN1CCN(C(=S)NC(=O)c2ccc(C(C)(C)C)cc2)CC1,11%
O=[N+]([O-])c1cnc2ccccn12,8%[57.5 µM]
CCOC(=O)C1(CC2CC2)CCN(Cc2cn[nH]c2-c2cccc(F)c2)CC1,-4%[57.5 µM]
COC(=O)c1c(NC(=O)/C=C/C(=O)O)sc(C)c1-c1ccc(C)cc1,7%
COCCCNc1nc2c(c(=O)n(C)c(=O)n2C)n1Cc1cccc(OC)c1,4%
CCCc1cnc(N2CCN(S(C)(=O)=O)CC2)nc1,0%[57.5 µM]
C#CCOCCOCCOCCNc1nc(N2CCOCC2)nc(N2CCN(C(=O)[C@H]([C@@H](C)O)n3cc(CCCCN)nn3)CC2)n1,8%
Cc1ccc2nc(NCc3ccccc3)c(C=NCc3cccnc3)c(=O)n2c1,?

# 3 compounds already listed, ordered by formula weight, ascending.
SMILES,ERK EGF inh
O=[N+]([O-])c1cnc2ccccn12,8%[57.5 µM]
CCCc1cnc(N2CCN(S(C)(=O)=O)CC2)nc1,0%[57.5 µM]
COc1ccc(CSCC(=O)N/N=C/c2ccccc2O)cc1,-5%

# Additional records.
SMILES,ERK EGF inh
CCOC(=O)C1(C)/C(=N/Nc2ccccc2OC)C(=O)C(=O)N1c1ccccc1 (stereo not drawn),4%
CCCc1ccc(Oc2cc(Cl)nc(N)n2)cc1,4%
Cc1cc(C)n(-c2cc(Cl)ccc2[N+](=O)[O-])n1,-1%
COc1cccc(F)c1C(C[N+](=O)[O-])c1c(N)n(C)c(=O)n(C)c1=O (stereo not drawn),-21%[57.5 µM]
COc1ccc(C2CC3(O)NC(=O)C(C#N)(C3C)C2(C#N)C#N)cc1 (stereo not drawn),1%[57.5 µM]
CNC(=S)N/N=C(\C)c1ccc2c(c1)OCCO2,-12%
O=C(NCCc1c[nH]c2ccccc12)/C(=C\c1cccnc1)NC(=O)c1cccs1,5%
O=C(O)COc1cnc2ccccc2n1,1%
O=C1CSC(c2cccnc2)N1c1ccccc1 (stereo not drawn),13%[57.5 µM]
CC(C)(C)NC(=O)/C=C/c1ccc(C(F)(F)F)cc1,-10%
C=CC[C@@H]1C=C[C@H](O/N=C/c2ccc(C(=O)N3[C@H](c4ccc(C)cc4)[C@@H](C)CC[C@H]3C(=O)OC)cc2)[C@@H](CO)O1,0%
O=C(NC(=S)Nc1nc(-c2cccc3ccccc23)cs1)c1cc2ccccc2o1,-4%
CN(Cc1cccs1)C(=O)CCCc1c[nH]c2ccccc12,-9%
COC(=O)c1ccccc1NC(=O)COc1ccccc1[N+](=O)[O-],3%
Cc1cc(C(=O)NC(=S)Nc2ccccc2N2CCCC2)ccc1[N+](=O)[O-],?
CSc1ccccc1NC(=O)CN(C)CC(=O)Nc1ccccc1N1CCOCC1,-3%
COc1ccccc1NS(=O)(=O)c1cccc(NC(=O)NC2CCCCC2)c1,?
Cc1cccc(NC(=O)c2c(C)nn(-c3ccccc3)c2Cl)c1,-2%
COc1cc(Cl)c(C)cc1NC(=O)c1ccc2c(SCC(=O)O)c3c(nc2c1)CCCC3,-5%
CN(C)c1nc(N(C)C)nc(N(C#N)CN2C(=O)c3ccccc3C2=O)n1,-6%

# 2 of the compounds above, bar-delimited.
compound | ERK EGF inh
O=C(NC(=S)Nc1nc(-c2cccc3ccccc23)cs1)c1cc2ccccc2o1 | -4%
CN(Cc1cccs1)C(=O)CCCc1c[nH]c2ccccc12 | -9%

# (further entries)
SMILES,ERK EGF inh
S=C(Nc1ccc2nc(-c3ccccn3)c(-c3ccccn3)nc2c1)N1CCCCCC1,-5%
CCn1nc(C)c(CNCc2cn[nH]c2-c2cc3ccccc3o2)c1C,4%[57.5 µM]
CCOC(=O)NCc1ccc(S(=O)(=O)Nc2ccc(C)cc2)cc1,-7%
CC(=O)N/N=C/C1=CCC2CC1C2(C)C (stereo not drawn),-6%
COc1ccc(-c2cc(C(=O)OCC(=O)N(C)C3CCS(=O)(=O)C3)c3ccccc3n2)cc1OC (stereo not drawn),8%
COc1ccc(Cl)cc1C(=O)NNC(=O)c1cccc([N+](=O)[O-])c1,-14%
CC(C)NC(=O)C(=O)NCCCOC(C)C,14%
CCn1nc(C)c(/C=N/NC(=O)c2c[nH]c3ccccc23)c1C,6%
CCc1nnc(NC(=O)Cc2ccc(OC)c(OC)c2)s1,4%
O=C(Nc1cccnc1)/C(N=Nc1c(Cl)cccc1Cl)=C(\O)c1ccccc1,?
Cc1ccc(OCC(=O)n2nc(C)cc2C)c(Br)c1,-7%
CCOc1ccc(-n2ccnc2SCC(=O)N2CCCc3ccccc32)cc1,0%
N#C/C(=C/c1ccc(F)cc1)C(N)=S,6%
COc1ccc(S(=O)(=O)NCc2cc(-c3ccccc3Cl)no2)cc1,2%
CN(Cc1cccnc1)Cc1cn(Cc2ccccc2)nc1-c1ccc2c(c1)OCO2,?
C=CCOc1c(/C=N\NC(N)=O)cccc1OC,16%[57.5 µM]
Cn1nnc2cc(C(=O)Nc3ccc(Cl)cc3)ccc21,-3%
CCc1nc2n[nH]c(N)c2c2c1CSC(C)(C)C2,-9%
O=C(NC1CCCCC1)C(c1cc2c(cc1[N+](=O)[O-])OCO2)N1CCCCC1 (stereo not drawn),-11%
CC(C)C[C@@H](CC(=O)N[C@@H](CCC(=O)O)CC(=O)O)NC(=O)[C@@H]1CNCC[C@H]1NC(=O)C[C@@H](NC(=O)C[C@H](Cc1ccccc1)NC(=O)[C@@H]1CNCC[C@H]1N)C(C)C,1%
COc1ccc(-c2nnc(SCc3nc4ccccc4c(=O)[nH]3)o2)cc1,-21%[57.5 µM]
COc1ccc(CCNC(=O)c2ccc(CNc3nc(=S)[nH]c4ccccc34)cc2)cc1OC,-7%
Cc1cccc(COCC(Cc2ccccc2)N2CCN(C(=O)c3cccc(Cl)c3)CCC2=O)c1 (stereo not drawn),0%
Cc1ccc(C)c(NC(=O)COc2cccc3c2CCN(Cc2ccccc2)C3=O)c1,6%
Cn1c(=O)c2[nH]cnc2n(C)c1=O,0%[57.5 µM]
COCC(=O)N1CCC2(CCCN(c3ccccn3)C2)CC1,4%
CCCCCC(=O)Nc1ccc(-c2csc(C)n2)cc1,7%
COc1ccc(C(OCCN2CCC[C@@H](C(=O)O)C2)(c2ccc(OC)cc2)c2ccc(OC)cc2)cc1,5%
CC(=Nc1ccccc1O)c1sc2ccccc2c1O,?
O=C(COC(=O)c1cccc(S(=O)(=O)N2CCCC2)c1)NCc1ccccc1,-1%
COCCNC(=S)N1CCN(C)CC1,-3%[57.5 µM]
CCCc1cc(=O)[nH]c(SCC(=O)c2c(C)[nH]c3ccccc23)n1,21%[57.5 µM]
O=C(COC(=O)c1ccc(NS(=O)(=O)c2cccs2)cc1O)NC1CCCCC1,7%[57.5 µM]
CCc1cc(=O)oc2cc3occ(C)c3cc12,-9%

# Some of the compounds tested. The share of hits here may be higher or lower than overall.
